Compound activity: PubChem, National Center for Advancing Translational Sciences (NCATS)
aSyn yeast inh: rescues yeast growth from alpha-synuclein toxicity; Yeast expressing alpha-synuclein, growth rescue, BacTiter-Glo, 24 h; Potency, µM (highest dose often 46.1 µM), without a hit: top-dose growth rescue (activation), most hits filed as activators; 0.14% of 370,000 active; AID 652106; also: % of control where 0% means no effect; nearly all actives have a fitted effect of over 65% in size
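Screening used galactose-induced yeast with toxic alpha-synuclein levels, exposed to compound for 24 hr at 30 deg C. Cell growth, read with BacTiter-Glo luminescence, gave the measured signal.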
EPAC2 ag: EPAC2 (human) agonism; Q8WZA2; EPAC2 activation, biochemical qHTS; response scale: 100% = 6.5 mM cAMP response; Potency, µM (doses to about 154 µM), for inactives: at the top dose activation, actives largely listed as activators; 0.079% of 360,000 active; AID 720711; also: nearly all actives have a fitted effect of over 50% in size
Target sequence (Q8WZA2 whole entry, looked up): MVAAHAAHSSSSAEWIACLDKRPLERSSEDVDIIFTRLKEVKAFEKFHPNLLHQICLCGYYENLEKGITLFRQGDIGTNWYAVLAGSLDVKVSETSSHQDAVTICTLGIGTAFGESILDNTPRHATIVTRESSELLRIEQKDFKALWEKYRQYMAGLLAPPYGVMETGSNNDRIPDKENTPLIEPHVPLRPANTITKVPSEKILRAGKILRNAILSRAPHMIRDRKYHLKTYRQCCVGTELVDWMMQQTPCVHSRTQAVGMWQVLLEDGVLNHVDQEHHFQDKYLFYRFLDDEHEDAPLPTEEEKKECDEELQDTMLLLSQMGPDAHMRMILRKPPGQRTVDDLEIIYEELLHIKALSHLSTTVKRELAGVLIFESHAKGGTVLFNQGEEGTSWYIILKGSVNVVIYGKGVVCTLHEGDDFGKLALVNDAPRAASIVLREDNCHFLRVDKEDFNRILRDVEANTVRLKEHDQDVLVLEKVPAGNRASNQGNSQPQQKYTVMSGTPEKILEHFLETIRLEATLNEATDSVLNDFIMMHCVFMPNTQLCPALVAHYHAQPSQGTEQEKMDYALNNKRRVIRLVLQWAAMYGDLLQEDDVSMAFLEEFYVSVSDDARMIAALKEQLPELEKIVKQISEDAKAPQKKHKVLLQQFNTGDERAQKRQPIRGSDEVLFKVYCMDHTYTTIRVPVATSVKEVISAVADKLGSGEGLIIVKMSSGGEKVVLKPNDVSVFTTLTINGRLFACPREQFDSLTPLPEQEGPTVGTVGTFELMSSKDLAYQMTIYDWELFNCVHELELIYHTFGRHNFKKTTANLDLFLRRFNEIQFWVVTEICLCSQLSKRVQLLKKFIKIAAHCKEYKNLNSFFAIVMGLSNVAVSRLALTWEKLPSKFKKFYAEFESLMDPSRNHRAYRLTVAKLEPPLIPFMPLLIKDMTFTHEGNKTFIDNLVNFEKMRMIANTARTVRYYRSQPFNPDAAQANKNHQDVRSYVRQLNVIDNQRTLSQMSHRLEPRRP
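Setup: EPAC2 100 nM, labeled Rap1B complex 250 nM, free GDP 50 uM. Compound titrations pinned in, brief spin, 5 min room temperature incubation. Kinetic fluorescence read over 30 min, normalized to 6.5 mM cAMP.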
EPAC1 agonist: activates human EPAC1 exchange factor. O95398. EPAC1 agonist qHTS, biochemical assay; response scale: 100% = response to 6.5 mM cAMP. Potency, µM (highest dose often 154 µM), without a hit: at the highest dose activation, actives largely listed as activators. 0.073% of 360,000 active; also: nearly all actives have a fitted effect of over 60% in size
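Nucleotide exchange assay: 100 nM EPAC1 with 250 nM Rap1B loaded with BODIPY-GDP and 50 uM GDP, room temperature. Fluorescence (480/540 nm) read every 5 min for 30 min; signal change normalized to 6.5 mM cAMP as full agonist.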
EPAC1 antag: blocks human EPAC1 exchange factor. 0.14% of 360,000 active. Potency, µM (doses to about 115 µM), for inactives: at the top dose activity change, negative = inhibition, most hits filed as inhibitors. EPAC1 GEF assay, Rap1b-BODIPY-GDP exchange fluorescence. O95398. AID 720709;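 also: plate controls were vehicle for no effect and positive control for full effect; nearly all actives have a fitted effect of over 50% in size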
EPAC2 antag: antagonists of human EPAC2; EPAC2 GEF exchange of Rap1B-BODIPY-GDP, fluorescence; Potency, µM (series often up to 114 µM), for the others: at the top dose activity, negative = inhibition, most hits filed as inhibitors; Q8WZA2; 0.18% of 360,000 active; also: % is scaled to controls: 0 for no effect and ±100 for the full control effect; nearly all actives have a fitted effect of over 45% in size; many of its hits are not listed in these tables
FUS suppressor: suppressors of FUS proteinopathy in yeast; S. cerevisiae FUS-expressing, growth rescue, OD600, 24 h; Potency, µM (doses to about 76.6 µM), for inactives: at the highest dose growth rescue (activation), most hits filed as activators; 0.24% of 390,000 active; AID 1347120;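 also: plate controls were DMSO vehicle for no effect and reference control for full effect; nearly all actives have a fitted effect of over 55% in size; some results filed as inactive show a strong effect at the top dose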
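Quantitative HTS measuring growth restoration of FUS-toxic yeast. Galactose-induced cells (OD 0.005) were exposed 24hr at 30C to compounds at several concentrations, then absorbance at 600 nm was recorded.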
PTHR1 agonist: agonists of human PTHR1 parathyroid hormone receptor; Q03431; HEK293 GP2 PTHR1 cells, GloSensor cAMP luminescence, 1 h; Potency, µM (titrated, usually from 115 µM), for the others: at the highest dose activation, actives largely listed as activators; 0.075% of 410,000 active; also: nearly all actives have a fitted effect of over 55% in size; some results filed as inactive show a strong effect at the top dose; inactives centre near -15; many of its hits are not listed in these tables
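HEK-293-derived GP2 cells expressing PTHR1 and a GloSensor cAMP reporter, 3,000/well, plated overnight, given luciferin plus IBMX (each 0.5 mM as added) for 1 h at 37 °C, then compound for 1 h at 37 °C. Luminescence was read after 15 min at room temperature.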
TDP-43 yeast inh: TDP-43 toxicity inhibition in yeast; TDP-43 expressing yeast growth rescue, BacTiter-Glo, 24 h; Potency, µM (series often up to 46.1 µM), without a hit: at the highest dose growth rescue (activation), hits mostly activators; 1.8% of 410,000 active; AID 652104; also: % of control where 0% means no effect; nearly all actives have a fitted effect of over 50% in size
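Cell-based yeast growth screen: TDP-43 expression induced in galactose, inoculum OD600=0.02 after raffinose pregrowth to mid-log. Read-out BacTiter-Glo luminescence at 24 hr, 30 deg C; inhibition of toxicity seen as signal increase.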
The depositor's hits bear a star; i = inactive; ? = inconclusive; . = no result given; & = joins results of further samples; [ ] = another dose, or the depositor's remark. Calls follow the shape of the dose curve; as a rule, active = well fitted curve in the direction sought with a large enough effect; inconclusive = small, poorly fitted or top-dose-only effect, or another doubt; inactive = no such curve, though single readings can be large; an effect the other way counts as inactive or inconclusive. Potency is read from the fitted curve at half-maximal effect. A portion of the library. The share of hits here may be higher or lower than overall.

Start of the data: the first five entries as a preview:
SMILES	aSyn yeast inh	EPAC2 ag	EPAC1 agonist	EPAC1 antag	EPAC2 antag	FUS suppressor	PTHR1 agonist	TDP-43 yeast inh
O=C(Nc1ccc(S(=O)(=O)N2CCOCC2)cc1)c1ccc(CN2CCc3ccccc3C2)cc1	-4%	8%	15%	-10%	-6%	22%	-23%[57.5 µM]	-17%
CC(=O)c1ccc(N2CCN(C(=O)Nc3cn(CC(C)C)c(=O)c4ccccc34)CC2)cc1	1%	.	.	.	.	23%	i	5%
O=C(Nc1ccc(NC(=O)c2ccccc2)nc1)c1ccncc1	4%	5%	-4%	-4%	1%[57.1 µM]	-20%	-1%	2%
CCOc1cc(C(=O)Nc2nnc(C)s2)cc(OCC)c1OCC	-5%	-5%	-11%	-4%	4%	-14%	i	0%
Cc1c(OCC(=O)NCC(O)c2ccccc2)ccc2c3c(c(=O)oc12)CCCC3 (centres undefined)	10%	7%	-2%	-12%	0%	9%	-24%	11%

Main list, from the first entry:
SMILES	aSyn yeast inh	EPAC2 ag	EPAC1 agonist	EPAC1 antag	EPAC2 antag	FUS suppressor	PTHR1 agonist	TDP-43 yeast inh
O=C(Nc1ccc(S(=O)(=O)N2CCOCC2)cc1)c1ccc(CN2CCc3ccccc3C2)cc1	-4%	8%	15%	-10%	-6%	22%	-23%[57.5 µM]	-17%
CC(=O)c1ccc(N2CCN(C(=O)Nc3cn(CC(C)C)c(=O)c4ccccc34)CC2)cc1	1%	.	.	.	.	23%	i	5%
O=C(Nc1ccc(NC(=O)c2ccccc2)nc1)c1ccncc1	4%	5%	-4%	-4%	1%[57.1 µM]	-20%	-1%	2%
CCOc1cc(C(=O)Nc2nnc(C)s2)cc(OCC)c1OCC	-5%	-5%	-11%	-4%	4%	-14%	i	0%
Cc1c(OCC(=O)NCC(O)c2ccccc2)ccc2c3c(c(=O)oc12)CCCC3 (centres undefined)	10%	7%	-2%	-12%	0%	9%	-24%	11%
Cc1cccc(NC(=S)NNC(=O)c2cc3c(s2)CCC(C)C3)c1C (centres undefined)	7%	12%	11%	-14%	-5%	16%	-34%[inhibitor]	35%
C[C@H](CO)N1C[C@H](C)[C@@H](CN(C)S(=O)(=O)c2cn(C)cn2)Oc2ccc(NC(=O)Nc3ccc4c(c3)OCO4)cc2C1=O	1%	-2%	-14%	16%	-12%	20%	21%	-14%
COCCCNC(=O)Cn1cnc2sc(C)c(S(=O)(=O)N3CC(C)CC(C)C3)c2c1=O (centres undefined)	0%	-5%	-5%	-3%	0%	10%	-7%	3%
Clc1ccccc1C1=Nn2c(nnc2-c2ccncc2)SC1	10%	-1%	1%	-10%	2%	10%	-5%	11µM*
CCCCN(CC)CCCNC(=O)c1cc2c(=O)[nH]c3ccccc3c2s1	3%	-5%	1%	-4%	8%	17%&-8%	-35%[inhibitor]	1%&-13%
c1csc(-c2ccc3ccccc3n2)c1	0%	14%	1%	-18%	6%	-15%	-33%[inhibitor][57.5 µM]	10%
COc1ccc(-c2nnc(SCc3c(C)noc3C)o2)cc1	1%	8%	5%	-10%	-10%	3%	-19%	18%
Cc1nc(N)c(C#N)c(-c2cccnc2)c1-c1ccccc1	-7%	7%	11%	-8%	2%	9%	-29%	15%
CCCCNC(=O)C1(C)CCN1C(=O)c1cccnc1Oc1ccccc1 (centres undefined)	-5%	22%	6%	12%	-9%	-16%	-7%	-10%
CCOC(=O)C1(Cc2cccc(OC)c2)CCCN(C(=O)CSC)C1 (centres undefined)	2%	4%	-3%	-3%	-11%	22%	-43%[inhibitor]	.
Nc1nnc(SCC(=O)OCC(=O)Nc2ccccc2)s1	0%	-2%	-2%	-25%	-9%[57.1 µM]	-12%	-4%	0%
COCC(C)N=Cc1c(O)[nH]c2ccccc12 (centres undefined)	-6%	4%	-1%	-1%	2%	-16%	-2%[57.5 µM]	-15%
Cc1ccc(C)c(Cc2c(C)nc(C)[nH]c2=O)c1	4%	3%	-8%	-3%	22%	.	i	17%
Nc1ccn(Cc2ccccc2F)n1	-1%	1%	6%	1%	3%	0%	i	4%
O=C(COC(=O)CCC(=O)c1ccc(F)cc1)Nc1ccccc1	3%	9%	-6%	12%	0%	-15%	-2%	-9%
Oc1ccc(/C=N/n2c3ccccc3c3ccccc32)cc1	-3%	10%	4%	-17%	-1%	-10%	i	?
CC(C)Cc1nc(N2CCN(C(=O)c3ccccc3)CC2)c(C#N)c2c1CCC2	3%	-3%	-8%	-2%	-7%	?	-37%	25µM*
CC1(c2ccc([N+](=O)[O-])cc2)NC(=O)N(CC(=O)Nc2ccc(N3CCCCC3)cc2)C1=O (centres undefined)	-7%	4%	-5%	-5%	-2%	22%	-19%	0%
CC(NC(=O)c1ccc(N2CCCC2)c([N+](=O)[O-])c1)c1ccc(S(N)(=O)=O)cc1 (centres undefined)	5%	16%	11%	1%	-2%	15%	-5%	-10%
O=C(Nc1nc(-c2cc3ccccc3o2)cs1)c1ccc(S(=O)(=O)N2CCCC2)cc1	-1%	20%	0%	-5%	-4%	8%	-29%	5%

Next section:
SMILES	aSyn yeast inh	EPAC2 ag	EPAC1 agonist	EPAC1 antag	EPAC2 antag	FUS suppressor	PTHR1 agonist	TDP-43 yeast inh
COc1cc(-c2nc(-c3ccncc3)no2)cc(OC)c1OC	-26%	-2%	2%	7%	-1%	-7%	i	-10%
Cc1ccc2c(ccc[n+]2CC(=O)c2ccccc2)c1	-1%	-8%	0%	-20%	-29%	.	5%	1%
CCC(=O)Oc1ccc(C/C(=N\O)c2ccc(O)cc2O)o1	1%	-2%	1%	-1%	2%	12%	i	1%
O=C(O)C(Cc1ccccc1)N1C(=O)C=CC1=O (centres undefined)	9%	0%	5%	2%	2%	-6%	-7%	18%
O=C(Nc1cccnc1)c1ccc(-c2ccc(Cl)cc2)o1	2%	-2%	4%	20%	-7%	-2%	i	-8%
Cc1cc(=O)[nH]c(SCC(=O)Nc2ccc(C)c(S(=O)(=O)N3CCCCC3)c2)n1	0%	4%	9%	-6%	-3%	24%	-15%	8%
O=C(NCc1ccccc1)c1ccc(-c2ccc(F)cc2)o1	-11%	12%	11%	1%	5%	1%	0%[57.5 µM]	-2%
Cc1cc(C)cc(CC(CC(=O)Nc2ccc(Cl)cc2)C(=O)O)c1 (centres undefined)	6%	6%	-7%	-12%	3%	5%	-13%	0%
NNC(=S)Nc1cc(S(=O)(=O)N2CCOCC2)ccc1N1CCOCC1	1%	12%	12%	-24%	12%	?	10%	-16%
CCn1cc(C(=O)O)c(=O)c2cc(F)c(N3CCN(C(=S)NC(=O)c4ccccc4C)CC3)cc21	-8%	3%	9%	4%	-3%	18%	-26%	-10%
O=C(Nc1ccc(Cl)c(Cl)c1)N(CCCN1CCOCC1)Cc1cccnc1	2%	4%	8%	-7%	0%	12%	i	-14%
Cn1c(CN2CCC(C(N)=O)CC2)c(C#N)c2ccccc21	3%	3%	12%	-9%	2%	-14%	i	0%
CC(C)(CCl)C(=O)Nc1ccnc(-c2ccncc2)n1	-3%	-1%	0%	-1%	0%	3%	-8%	10%
Cc1ccc(S(=O)(=O)N2CCC(=O)N(C(COCc3cccc(C(F)(F)F)c3)C(C)C)CC2)cc1 (centres undefined)	11%	-9%	-57%[inhibitor]	?	?	?	i	12%
COc1ccc(S(=O)(=O)NCCc2nnc3ccc(SCC(=O)Nc4nc(C)cs4)nn23)cc1	5%	-2%	5%	0%	9%	.	i	18%
O=C(Nc1ccc(-n2nncc2-c2ccco2)cc1)c1cc2ccccc2oc1=O	3%	1%	-4%	?	1%	?	i	-22%
CC(=O)Oc1ccccc1/C=C/c1nc2ccccc2c(=O)o1	-8%	14%	-1%	-12%	4%	33%	-29%	14%
CCCCn1c(=O)[nH]c(=O)c2c1nc(-c1ccccc1OC(F)F)n2C	-2%	-9%	4%	1%	-8%	4%	-2%	11%
O=C(NCc1ccccc1)C(c1c(F)cccc1Cl)N(C(=O)c1csnn1)C1CC1 (centres undefined)	-5%	10%	8%	-13%	-3%	-13%	-13%	-33%[inhibitor]
O=C(NCCc1ccccc1)C(c1ccncc1)N(C(=O)c1csnn1)C1CC1 (centres undefined)	-2%	0%	0%	-10%	4%	29%	i	7%
O=C1NCCn2ccc(=O)cc21	6%	-6%	-7%	0%	-6%	-19%	-34%[inhibitor]	5%
O=C(/C=C/c1ccc([N+](=O)[O-])s1)N1CCCCC1	4%	5%	-2%	-11%	-11%	-12%	-10%	10%[9.22 µM]
Cc1ccc(CNC(=O)C2CCC(=O)N2C2CCCCC2)cc1 (centres undefined)	-7%	-1%	4%	1%	-2%	1%	i	-17%
NCCCC[C@@H]1NC(=O)[C@H](CCC(=O)O)NC(=O)c2cc([N+](=O)[O-])cc(I)c2NCC[C@@H](C(N)=O)NC1=O	-6%	-7%	-14%	5%	2%	1%	i	16%
CCn1cc(C(=O)NC(=S)Nc2ccccc2Br)cn1	-1%	13%	12%	-1%	-9%	16%	-4%	14µM*

Going on with the list:
SMILES	aSyn yeast inh	EPAC2 ag	EPAC1 agonist	EPAC1 antag	EPAC2 antag	FUS suppressor	PTHR1 agonist	TDP-43 yeast inh
N/C(COc1ncn(-c2ccccc2)n1)=N\S(=O)(=O)c1ccccc1	-3%	6%	3%	-21%	-3%	0%	i	-6%
COc1ccc(N2CCN(C(=O)COC(=O)c3nc(Cl)ccc3Cl)CC2)cc1	2%	18%	4%	11%	-3%	4%	i	5%
COC(=O)Cn1c(=O)c(=O)n(CC(=O)OC)c2ccccc21	0%	-1%	9%	8%	-6%	-6%	i	-14%
CN(C)CCNc1c2c(nc3ccccc13)CCC2	-5%	7%	5%	-8%	5%	-10%	i	-1%
Cc1ccc2c(CC(=O)N(CC3CCCO3)c3c(N)n(Cc4ccccc4)c(=O)[nH]c3=O)coc2c1 (centres undefined)	1%	-7%	5%	7%	7%	18%	i	6%
Cc1cc(SCc2ccc(Cl)c(Cl)c2)nc(=O)[nH]1	7%	-3%	-1%	-3%	-9%	-20%	-19%	18%
CCC(=O)Nc1cccc(-n2nnnc2SCC(=O)NCc2ccco2)c1	2%	0%	8%	-24%	0%	5%	i	-4%
CCN(CC)C(c1ccc(F)cc1)c1nnnn1C1CCCCC1 (centres undefined)	.	-7%	4%	-14%	-1%	-7%	-14%	-4%
Cc1cc(C)c(-n2c(SCC(=O)N3CCOCC3)n[nH]c2=O)c(C)c1	-6%	3%	10%	?	1%	-31%	i	-4%
Cc1ccc(C(=O)c2ccccc2C(=O)Nc2ccccc2)cc1	4%	-6%	0%	-2%	-7%	4%	i	13%
COc1ccc(OC)c(NS(=O)(=O)c2ccc3c(c2)CCC(=O)N3)c1	-4%	-2%	0%	1%	6%	20%	-7%[57.5 µM]	-46%
